# TTR transcr act – increases transthyretin transcription | SH-SY5Y TTR promoter Gaussia luciferase, luminescence; 100% = recombinant luciferase protein wells | activation, % at 16.7 µM | actives 1.3% (n = 92,000) | AID 1117267;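 active means activation above the mean of all tested compounds plus 3 SD, cut at about 9.5% in these data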;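 further: cells exposed to compounds for one day before reading; 0% = median of all test compound wells on the plate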
# Active calls of the source: *. The list is partial. The share of hits here may be higher or lower than overall.
SMILES,TTR transcr act
Cn1c(O)c(C2=NNC(c3ccc(Cl)cc3)C2)c(=O)n(C)c1=O (centres undefined),-4.1
COC(=O)C1=C(c2ccc(OC)c(OC)c2)C[C@@H]2CC[C@H]1N2C(=O)N1CCc2cc(OC)c(OC)cc2C1,-1.4
c1ccc(CN2CCc3nc4ccccc4cc3C2)cc1,1.1
Nc1ccc(Br)cc1C(=O)c1ccccc1,0.1
N#Cc1ccc2nc(-c3ccc(CN4CCC(n5c(=O)[nH]c6ccccc65)CC4)cc3)c(-c3ccccc3)nc2c1,-2.7
CCN1CCN(Cc2cc(Br)cc(OC)c2O)CC1,0.1
Cn1c(=O)oc(=O)c2ccccc21,5.3
CC(C)C(CN1CCC(C)(c2cccc(O)c2)[C@@H](C)C1)NC(=O)C1Cc2ccc(O)cc2CN1 (some centres undefined),1.3
CCOc1ccc(NC(=O)c2c(C)nn(Cc3ccccc3)c2Cl)cc1,5.2
COc1ccc2c3c1OC1C(=O)CC[C@@]4(O)[C@@H](C2)N(C)CC[C@]314 (some centres undefined),1.5
Cc1ccsc1C(=O)C1CCCN(Cc2cccc(OCCO)c2)C1 (centres undefined),0.7
COc1ccc(-[n+]2c(-c3ccccc3)cc(-c3ccc(C)cc3)cc2-c2ccccc2)cc1,-5.3
O=C(Nc1ccc(Cl)cc1C(=O)c1ccccc1Cl)c1ccco1,0.9
Cc1ccc2[nH]c3c(c2c1)CN(C(=O)CN1C[C@H]2C[C@@H](C1)c1cccc(=O)n1C2)CC3,0.8
O=C1NC(=O)C(=Cc2ccc(N3CCOCC3)o2)C(=O)N1,-3.1
CCCNC1=C(C)C(=O)C2=C(C1=O)C(COC(N)=O)[C@]1(OC)C3NC3CN21 (some centres undefined),-1.4
O=C(NC(Cc1ccccc1)P(=O)(O)Oc1ccccc1)OCc1ccccc1 (centres undefined),-0.8
COc1ccc(C(=O)C2CCCN(CC3CCCCC3)C2)cc1OC (centres undefined),2.4
Cn1c(O)c(/C=N/c2ncccn2)c(=O)n(C)c1=O,3.3
ClC1=CCC2CN(CCN3CCCCC3)CC2C1 (centres undefined),-0.1
O=[N+]([O-])c1cc(F)c(N2CCCCC2)cc1Br,0.3
COc1ccccc1N1C(=O)NC(=O)/C(=C/c2ccc3c(c2)Cc2ccccc2-3)C1=O,-0.2
COc1ccc(-n2c(/C=C/c3cccc(F)c3)nc3ccccc3c2=O)c(OC)c1,-0.3
CCOC(=O)[C@]12Cc3ccc(C)cc3[C@H]1N(C1CCCCC1)C(=O)c1ccccc12,-6.4
CCC(C)N1C(=O)/C(=C\c2ccc(N3CCCCCC3)cc2)C(=O)NC1=S (centres undefined),4.2
CCN1CCN(C(=O)COc2ccc3c(c2)C(=O)CC2(CCN(C(C)=O)CC2)O3)CC1,0.7
C=CCN1C(=O)/C(=C/c2cc(C)n(-c3ccccn3)c2C)C(=O)NC1=S,0.9
CCOC(=O)c1c(C)c(C(=O)N2CCC3(CC2)OCCO3)c(C)n1CC,-1.6
O=[N+]([O-])c1ccc(NCCCN2CCOCC2)c2ncccc12,2.4
CN(C)C(=O)Oc1ccc(-c2cn3cc(Cl)ccc3n2)cc1,-2.1
O=C1NC(=S)NC(=O)C1=Cc1ccc(Br)s1,1.3
CCC1C(c2cc(OC)c(OC)c(OC)c2)c2cc3c(cc2OC1N1CCCC1)OCO3 (centres undefined),-4.6
O=C(Cc1ccccc1)N1CCN(Cc2cccnc2)CC1,1.5
C[C@@H]1CN([C@@H](C)CO)C(=O)CCCn2nncc2CO[C@@H]1CN(C)C(=O)Oc1cccc2ccccc12,-0.7
CCC1(C(=O)c2ccccc2)C2c3ccccc3OC(=O)C21C(C)=O (centres undefined),0.6
O=C(O)C(O)(c1ccc(Cl)cc1)C1(O)CCCC1 (centres undefined),-1.2
COc1ccc(C(CC(C)=O)c2c(O)c3ccccc3oc2=O)cc1OC (centres undefined),4.0
O=C1c2ccccc2-n2nncc2C2c3cc(Br)ccc3CCN12 (centres undefined),2.7
O=C(COc1ccc(Cl)cc1)N(c1ccc(Cl)cc1)C1CN2CCC1CC2 (centres undefined),1.5
CSCCC(c1nnnn1C1CCCCC1)N1CCC(n2c(=O)[nH]c3ccccc32)CC1 (centres undefined),-0.8
COc1ccccc1CN1CCN(Cc2ccc(Cl)cc2)CC1,-0.8
O=C(c1cccs1)N1CCC(C(=O)O)(c2ccccc2)CC1,-0.1
COCc1cc(OC(=O)N(C)C)nc2c1c(C)nn2C,-0.1
COC(=O)C1=C(c2ccc(C(C)=O)cc2)C[C@@H]2CC[C@H]1N2C(=O)NCc1ccco1,1.5
O=C(c1ccc(-c2ccccc2)cc1)C1CCCN(Cc2ccn[nH]2)C1 (centres undefined),1.0
CN1C(=O)N(C)C(=O)C2(Cc3cc([N+](=O)[O-])ccc3N(C)C2c2ccccc2)C1=O (centres undefined),1.1
O=P1(NCCCn2cc[n+](Cc3nc4ccccc4[nH]3)c2)C=C(c2ccccc2)OC(c2ccccc2)=C1,-0.8
OC12ONC(c3ccccn3)C1N1CCC2CC1 (centres undefined),-2.1
COc1cc2oc(=O)c(CC(=O)N3C[C@H]4C[C@@H](C3)c3cccc(=O)n3C4)c(C)c2cc1Cl,1.8
C=CCC1([C@@H](C)CCC)C(=O)NC(=O)NC1=O,2.6
CC(=O)c1ccc2c(c1)C1C(Cl)C(Sc3ccccc3[N+](=O)[O-])CC1C(c1ccccc1[N+](=O)[O-])N2 (centres undefined),-1.3
CCN1C(=O)C(=Cc2ccc(C)s2)C(=O)N(CC)C1=S,1.0
CCCCn1c(O)c(/C(CC)=N/N2CCCCC2c2cccnc2)c(=O)[nH]c1=S (centres undefined),-0.2
COC(=O)C1C(O)CC2CCC1N2C (centres undefined),-0.1
COC1C(O)C(C)OC(OC2C(Oc3cccc4c(O)c5c(=O)oc6ccc(C)c7c(=O)oc(c34)c5c67)OC(C)C(O)C2O)C1O (centres undefined),1.8
O=c1[nH]c(=O)n(Cc2ccco2)c(O)c1/C=N/N1CCCCC1,-0.6
CNC(=O)Oc1cccc2ccccc12,-1.6
CCOc1ccc(CN2CCCC(C(=O)c3ccccc3OC)C2)cc1 (centres undefined),-1.3
COP(=O)(OC)C(NC(=O)c1ccc(C)cc1)C(Cl)(Cl)Cl (centres undefined),-0.4
Cc1nnc2ccc(N3CCN(C)CC3)nn12,6.5
# (next part)
SMILES,TTR transcr act
COc1ccc(-c2nn(CCC#N)cc2C(=O)Nc2ccccc2Cl)cc1,-1.7
Cc1cc(NC(=O)COC(=O)c2c(C)nn(Cc3ccccc3Cl)c2Cl)no1,-0.4
O=c1[nH]c2ccccc2n1C1CCN(Cc2ccc(-c3nc4ccc(F)cc4nc3-c3ccccc3)cc2)CC1,-2.2
COc1ccc(CCn2c(O)c(/C=N/N3CCOCC3)c(=O)[nH]c2=O)cc1OC,2.8
CCCn1c(C(=O)c2ccccc2)nc2ccccc21,-1.1
Cc1ccc(CNC2=NCCS2)cc1,-0.5
Cc1c(P(=S)(c2ccccc2)c2ccccc2)[n+]2ccccc2n1C,-1.1
COC(=O)C1=C(c2ccc(S(C)(=O)=O)cc2)C[C@@H]2CC[C@H]1N2C(=O)NCCNC(C)=O,3.6
CS(=O)(=O)CCN1CC2CCCC(C2)C1,0.9
C1=C(c2c[nH]c3ccccc23)CCNC1,4.3
CN(C)P1(N(C)C)=Nc2c(c(N)nn2C)C(c2ccccc2)=N1,2.3
CCOC(=O)c1cccc(C2=C(CNC(=O)c3ccc([N+](=O)[O-])cc3)[C@H]3CC[C@@H](C2)N3Cc2ccccc2)c1,-1.2
CCOC(C(=O)OCCCN(CC)CC)(c1ccccc1)c1ccccc1,0.6
C=CCn1c(O)c(C(CC)=Nc2ccc(NC(C)=O)cc2)c(=O)[nH]c1=O,-1.0
CC(=O)C1CCC2C3C(N4CC4)CC4=CC(=O)CCC4(C)C3CCC12C (centres undefined),-1.4
O=C1NC(=O)C(CCc2ccncc2)(Cc2ccc([N+](=O)[O-])cc2)C(=O)N1,1.1
Cc1ccc(CN2CCC3CCC(C3)C2)c(O)c1 (centres undefined),1.1
C[C@]1(O)CC[C@H]2[C@@H]3CCC4=CC(=O)CC[C@]4(C)[C@@]3(F)[C@@H](O)C[C@@]21C,-1.3
CC1OC(OC2CC(O)C3(CO)C4C(O)CC5(C)C(C6=CC(=O)OC6)CCC5(O)C4CCC3(O)C2)C(O)C(O)C1O (centres undefined),-4.9
OC(CN1CCCCC1)c1c[nH]c2ccccc12 (centres undefined),-1.2
O=Cc1cn(Cc2ccccc2[N+](=O)[O-])c2ccccc12,-1.8
O=C1NCN(c2ccccc2)C12CCN(C(c1cccc3ccccc13)c1nnnn1-c1ccc3c(c1)OCCO3)CC2 (centres undefined),1.1
Cc1c(NC(NC(=O)CF)C(Cl)(Cl)Cl)c(=O)n(-c2ccccc2)n1C (centres undefined),-0.2
CC(C)Oc1ccc(Cc2c(O)[nH]c(=O)[nH]c2=O)cc1,-0.3
COc1ccc(C(=O)CC(c2ccc(OC)c(OC)c2)c2c(O)c3ccccc3oc2=O)cc1OC (centres undefined),1.8
Cc1ccccc1-n1c(-c2ccc([N+](=O)[O-])cc2)nc2ccccc2c1=O,1.2
CCc1cc2c(s1)N(CC(=O)OC)C(=O)CN=C2c1ccccc1OC,-1.9
CC(NCc1ccc(Cl)cc1)C(O)c1ccccc1 (centres undefined),-1.6
CCCC(C)n1[nH]c(=O)c2c1NC(=O)CSC2c1ccc(OC)cc1 (centres undefined),0.3
Cc1cccc(-n2c(O)c(C=NC34CN5CN(CN(C5)C3)C4)c(=O)[nH]c2=O)c1,-0.9
O=C(O)c1ccc(Cl)nc1,-0.9
CN(C)c1ccc(/C=C/C=C2/C(=O)NC(=O)N(c3ccccc3)C2=O)cc1,-4.6
CCOP(=O)(OCC)C(O)c1ccc2c(c1)OCO2 (centres undefined),-1.4
CCOC(=O)c1ccc(N=Cc2c(O)n(-c3ccc(OC)cc3)c(=S)[nH]c2=O)cc1,1.7
COc1cc(C2c3cc(O)c(OC)cc3CC3C(=O)OCC32)ccc1O (centres undefined),2.8
O=C(Cc1ccccc1)Oc1cccc(-n2cnnn2)c1,-0.6
CCOC(=O)N(CC)c1ccc(C(O)(C(=O)OCC)C(F)(F)F)cc1 (centres undefined),4.4
CCCN(CC#CCOc1ccc(OC)cc1)CCC,1.8
CC(=O)OC1CCC2(C)C(CCC3C2CC(=O)C2(C)C3CC(N3CC3)C2C(C)=O)C1 (centres undefined),-0.8
Cc1c(C(c2ccc(O)cc2)c2c(O)c3ccccc3oc2=O)c(=O)n(-c2ccccc2)n1C (centres undefined),-4.1

# Sorted by count of non-hydrogen atoms (ascending): part of the list above
SMILES,TTR transcr act
O=C(O)c1ccc(Cl)nc1,-0.9
OC(CN1CCCCC1)c1c[nH]c2ccccc12 (centres undefined),-1.2
CC(NCc1ccc(Cl)cc1)C(O)c1ccccc1 (centres undefined),-1.6
CCCN(CC#CCOc1ccc(OC)cc1)CCC,1.8
O=C(Cc1ccccc1)Oc1cccc(-n2cnnn2)c1,-0.6
CCCC(C)n1[nH]c(=O)c2c1NC(=O)CSC2c1ccc(OC)cc1 (centres undefined),0.3
CCc1cc2c(s1)N(CC(=O)OC)C(=O)CN=C2c1ccccc1OC,-1.9
CN(C)c1ccc(/C=C/C=C2/C(=O)NC(=O)N(c3ccccc3)C2=O)cc1,-4.6
Cc1cccc(-n2c(O)c(C=NC34CN5CN(CN(C5)C3)C4)c(=O)[nH]c2=O)c1,-0.9
CC(=O)OC1CCC2(C)C(CCC3C2CC(=O)C2(C)C3CC(N3CC3)C2C(C)=O)C1 (centres undefined),-0.8
Cc1c(C(c2ccc(O)cc2)c2c(O)c3ccccc3oc2=O)c(=O)n(-c2ccccc2)n1C (centres undefined),-4.1
COc1ccc(C(=O)CC(c2ccc(OC)c(OC)c2)c2c(O)c3ccccc3oc2=O)cc1OC (centres undefined),1.8
O=C1NCN(c2ccccc2)C12CCN(C(c1cccc3ccccc13)c1nnnn1-c1ccc3c(c1)OCCO3)CC2 (centres undefined),1.1

# The listing continues:
SMILES,TTR transcr act
COc1cc(NC(=O)CN2C3CCC2CC(O)(c2cccnc2)C3)cc(OC)c1 (centres undefined),4.0
CCOC(=O)CNC(=O)N1Cc2ccccc2-n2nncc2C1,-1.2
COc1ccc(C(=O)C2CCCN(Cc3ccon3)C2)cc1OC (centres undefined),3.5
CCN(C(=O)COC(=O)C(O)(c1ccccc1)c1ccccc1)c1c(N)n(Cc2ccccc2)c(=O)[nH]c1=O,0.9
COC(=O)[C@@]1(Sc2ccc(C)cc2)CC(=O)N(P(=O)(OC)OC)[C@@H]1c1ccccc1,3.7
OC1/C(=C/c2ccc(F)cc2)N2CCC1CC2 (centres undefined),2.1
CS(=O)(=O)N1CCCC(C(=O)N2CCC3(CC2)OCCO3)C1 (centres undefined),0.0
O=C(C1CC(=O)N(C2CCCCCCC2)C1)N1CCC2(CC1)OCCO2 (centres undefined),-0.9
CC1CC2(C)C(=CC1=O)CCC1C3CCC(C)(O)C3(C)CC3OC312 (centres undefined),-0.7
O=C1N(c2cccc(Cl)c2)C(c2cccnc2)N2CCCN12 (centres undefined),0.8
COc1ccc(-n2c(/C=C/c3ccc4c(c3)OCO4)nc3ccccc3c2=O)cc1,-0.6
O=C(c1cc(F)ccc1F)C1CCCN(CCCc2ccccc2)C1 (centres undefined),-2.1
COc1ccc(-c2ccc3c(c2)CN(C(=S)NCCc2ccccc2)Cc2cnnn2-3)cc1,-0.1
CC1=CC(=C2C(=O)NC(=O)NC2=O)C=C(C(F)(F)F)N1C(C)C,-2.5
S=C(NCCc1ccccc1)N1Cc2ccc(Br)cc2-n2nncc2C1,0.2
COC(=O)N(c1ccccc1)P1(=S)OCCO1,-0.3
CCCCCCC(=O)c1c(O)n(-c2ccc(OC)cc2)c(=O)[nH]c1=O (tested in a mixture with another compound),2.9
CN1CCCC(C(O)(c2ccccc2)c2ccccc2)C1 (centres undefined),-2.5

# Compound activity as filed in PubChem.
